Tb PYK inh – inhibitors of Trypanosoma brucei pyruvate kinase. Q57TT1. TbPYK enzyme, Kinase-Glo Plus ATP luminescence, 45 min. Potency, µM (titrated, usually from 76.8 µM), without a hit: top-dose activity, negative = inhibition, actives largely listed as inhibitors. hit rate 0.12% among 410,000. AID 624173; active = well fitted inhibition curve with a large enough effect; inconclusive = small, poorly fitted or top-dose-only effect; also: nearly all actives have a fitted effect of over 50% in size
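Glycolytic pyruvate kinase of T. brucei was incubated with substrate, test compound and 130 uM ADP for 45 minutes at room temperature. Luminescent Kinase-Glo Plus signal was measured after 10 minutes.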
Numbers without * were called inactive; u = inconclusive; [ ] = another dose, or the depositor's remark. % is scaled to controls: 0 for no effect and ±100 for the full control effect; potency is read from the fitted curve at half-maximal effect.

SMILES | Tb PYK inh
COc1ccc(CNC(=O)c2ccc(-c3nc(CSc4ccc(C)cc4)c(C)o3)cc2)c(OC)c1 | -1%
COc1ccccc1Cn1cc(C(=O)c2ccc(Cl)cc2)c(=O)c2cc3c(cc21)OCCO3 | -12%
Cc1ccccc1N1CCN(CCN2C(=O)CC(=C3c4ccccc4-c4ccccc43)C2=O)CC1 | -10%
Cc1c(Cl)cccc1NC(=O)C(C)n1nc(C)c2c(C)n(-c3ccccc3)nc2c1=O (stereo not drawn) | 0%
CCC(C(=O)Nc1ccccc1C(=O)OC)n1nc(C)c2c(C)n(-c3ccc(C)cc3)nc2c1=O (stereo not drawn) | -5%
COc1ccc(C#Cc2ccc(C3=CC(=O)CC(C)(C)C3=O)cc2)cc1 | -4%
Cc1cc2c(cc(C(=O)OCC(=O)NC3CCCCC3)n2C)o1 | -12%
COc1ccc(CNC(=O)c2cnc3sc(N4CCC(C)CC4)nn3c2=O)c(OC)c1 | 0%
Clc1cccc(Cc2c(-c3cccc(Br)c3)nc3c4ccccc4ccn23)c1 | 2%
C[C@@H]1CN([C@@H](C)CO)S(=O)(=O)c2ccc(Br)cc2O[C@@H]1CN(C)S(=O)(=O)c1cn(C)cn1 | 4%
CCC(=O)N1CCCC(C(=O)Nc2nc3ccccc3[nH]2)CC1 (stereo not drawn) | 1%
COc1cc2c(cc1OC)C(c1ccccc1[N+](=O)[O-])=NCC2 | 2%
CCc1ccc(NC(=O)c2cc(=O)c3ccc(C)c(C)c3o2)cc1 | 1%
O=C(CSc1nccn1-c1cccc(Cl)c1)Nc1cccc(C(F)(F)F)c1 | 1%
Clc1ccccc1CNc1ncnc2c1c(-c1ccccc1)cn2-c1ccccc1 | 1%
O[C@@H]1CN(Cc2cccs2)[C@@H](c2ccc(Cl)cc2)C[C@H]1n1cc(-c2ccc(F)cc2)nn1 | 0%
Cc1ccccc1C(=O)Nc1cc(C)c(O)c(-c2nc3ccccc3o2)c1 | 1%
Cc1ccc(CNC(=O)CCCCCn2c(=O)c3sccc3n(CC(=O)N(C)c3ccccc3)c2=O)cc1 | 4%
COc1ccc(NC(=O)C2Cc3c(-c4cccc(C(N)=O)c4)ccnc3O2)cc1OC (stereo not drawn) | 4%
O=C(CS(=O)(=O)c1cccc2nsnc12)N1CCN(c2ccccc2F)CC1 | -9%
Cc1ccccc1Cn1c(=O)n(CCCCC(=O)NCc2ccccc2Cl)c(=O)c2ccccc21 | 7%
C=CCOC(=O)C1=C[C@H](c2csc3ccccc23)C[C@H](OCCCCO)O1 | -11%
COc1ccccc1NC(=O)CCNC(=O)C1CCN(S(=O)(=O)c2ccccc2)CC1 | 0%
CC(=O)Nc1ccccc1-c1nc2ccccc2n(C(C)C(=O)c2ccc(C)c(C)c2)c1=O (stereo not drawn) | -2%
Nc1cc(=O)nc(SCC(=O)Nc2ccc(F)cc2)n1-c1ccccc1Cl | 1%

In the list so far, these contain an aryl methoxy group.
SMILES | Tb PYK inh
COc1ccc(CNC(=O)c2ccc(-c3nc(CSc4ccc(C)cc4)c(C)o3)cc2)c(OC)c1 | -1%
COc1ccccc1Cn1cc(C(=O)c2ccc(Cl)cc2)c(=O)c2cc3c(cc21)OCCO3 | -12%
COc1ccc(C#Cc2ccc(C3=CC(=O)CC(C)(C)C3=O)cc2)cc1 | -4%
COc1ccc(CNC(=O)c2cnc3sc(N4CCC(C)CC4)nn3c2=O)c(OC)c1 | 0%
COc1cc2c(cc1OC)C(c1ccccc1[N+](=O)[O-])=NCC2 | 2%
COc1ccc(NC(=O)C2Cc3c(-c4cccc(C(N)=O)c4)ccnc3O2)cc1OC (stereo not drawn) | 4%
COc1ccccc1NC(=O)CCNC(=O)C1CCN(S(=O)(=O)c2ccccc2)CC1 | 0%

The list goes on:
SMILES | Tb PYK inh
O=S(=O)(NC1CCN(Cc2ccccc2)CC1)c1ccc(F)c(F)c1 | -6%
O=c1cc(-c2ccccc2)oc2ccc3ccccc3c12 | u
Cc1cc2nc(-c3ccc(NC(=O)c4ccccc4F)cc3)oc2cc1C | 0%
COc1ccc(CNC(=O)c2cn(Cc3ccc(S(=O)(=O)N(C)C)cc3)c(=O)s2)cc1 | 3%
OC(c1ccccc1)(c1nc(-c2cc(F)cc(F)c2)cs1)C(F)(F)F (stereo not drawn) | -2%
CCOC(=O)c1sc(NC(=O)c2nc3nc(C)cc(C(F)F)n3n2)c(C(=O)OC(C)C)c1C | 1%
CCC1(C(=O)OC)NC(c2cccc(F)c2)C2C(=O)N(C)C(=O)C21 (stereo not drawn) | -5%
CC(C)n1c(SCC(=O)Nc2ccc(F)cc2)nc2c(oc3ccccc32)c1=O | -2%
CCC1CCCCN1CCCNC(=O)c1sc2nc(C)cc(C)c2c1-n1cccc1 (stereo not drawn) | 0%
O=C(CSc1nc(=O)n(Cc2ccco2)c2c1CCC2)Nc1cccc(F)c1 | 2%
CN[C@H]1C[C@H]2c3cc(-c4ccccc4)ccc3CCN2C(=O)[C@H]1[C@H](C)O | 2%
CCN(CC)C(=O)c1cccc(-c2csc(C(O)c3ccc(F)c(OC)c3)n2)c1 (stereo not drawn) | -1%
CN(C)c1ccc(C(CNS(=O)(=O)c2ccc(Cl)cc2)N2CCOCC2)cc1 (stereo not drawn) | 2%
Cc1ccc(NC(=O)CSc2nc3c(c(=O)[nH]2)CN(Cc2ccc4c(c2)OCO4)CC3)cc1C | 2%
O=S(=O)(NCC(c1cccs1)S(=O)(=O)c1ccccc1)c1ccc(F)c(C(F)(F)F)c1 (stereo not drawn) | 0%
CCOC(=O)c1ccc(NC(=O)c2ccc3c(c2)CCN3S(=O)(=O)c2ccc(Cl)cc2)cc1 | -8%
C[C@@H](NCCCn1ccc(NC(=O)OCc2ccccc2)nc1=O)c1cccc2ccccc12 | 4%
O=C(O)Cc1ccc(NS(=O)(=O)c2ccc3c(c2)OCCO3)cc1 | -7%
COc1cc(OC)cc(C(=O)Nc2ccc(Cl)cc2C(=O)c2ccccc2Cl)c1 | 0%
COC(=O)c1ccccc1NC(=O)Cn1c(=O)n(-c2cccc(OC)c2)c(=O)c2c(C)c(C(=O)N(C)C)sc21 | -11%
Cc1ccc([C@@H]2CC(=O)[C@@H]3CN(S(=O)(=O)c4ccc(C)cc4)[C@H](c4cccc5ccccc45)C[C@@H]3N2S(=O)(=O)c2ccc(Cl)cc2)cc1 | -6%
COC(=O)[C@@]1(Cc2ccc(F)cc2)[C@H]2c3cc(C(=O)N(C)C)n(CCc4c[nH]c5ccc(O)cc45)c3C[C@H]2CN1C(=O)c1ccccc1 | 6%
Cc1cccc(N(CC(=O)NCc2ccco2)S(=O)(=O)c2ccccc2)c1 | -10%
Cc1ccc(Nc2c(-c3ccc(C)cc3)nc3c(C)cccn23)cc1 | -3%
COc1ccccc1NS(=O)(=O)c1cc(NC(=O)CN2C(=O)NC3(CCCCC3)C2=O)ccc1C | -8%

As a working copy, some entries already given.
SMILES | Tb PYK inh
O=S(=O)(NC1CCN(Cc2ccccc2)CC1)c1ccc(F)c(F)c1 | -6%
O=c1cc(-c2ccccc2)oc2ccc3ccccc3c12 | u
Cc1cc2nc(-c3ccc(NC(=O)c4ccccc4F)cc3)oc2cc1C | 0%
COc1ccc(CNC(=O)c2cn(Cc3ccc(S(=O)(=O)N(C)C)cc3)c(=O)s2)cc1 | 3%
OC(c1ccccc1)(c1nc(-c2cc(F)cc(F)c2)cs1)C(F)(F)F (stereo not drawn) | -2%

Retrieved one by one from above (three):
SMILES | Tb PYK inh
CCOC(=O)c1sc(NC(=O)c2nc3nc(C)cc(C(F)F)n3n2)c(C(=O)OC(C)C)c1C | 1%
COc1ccccc1NS(=O)(=O)c1cc(NC(=O)CN2C(=O)NC3(CCCCC3)C2=O)ccc1C | -8%
O=c1cc(-c2ccccc2)oc2ccc3ccccc3c12 | u

Next section:
SMILES | Tb PYK inh
Cc1ccccc1C(=O)Nc1c(C)nc2ccccn2c1=O | 2%
CCCCCCn1c(=O)n2n(c1=O)C[C@]1(OC(=O)NCC3CCCCC3)CN(S(=O)(=O)c3ccc(C)cc3)C[C@]1(O)C2 | -8%
CCC(c1nnnn1C1CCCC1)N1CCN(C/C=C/c2ccccc2)CC1 (stereo not drawn) | 2%
Cc1nc(C(F)(F)F)ccc1C(=O)N1CCC(C)(C(=O)O)C1 (stereo not drawn) | -6%
FC(F)(F)c1ccccc1Cc1c(-c2ccco2)nc2ccc(Cl)cn12 | -21%
CCS(=O)(=O)N1N=C(c2ccc(C)cc2)CC1c1cc2ccc(OC)cc2nc1Cl (stereo not drawn) | -1%
N#Cc1ccsc1NC(=O)CN1C(=O)NC2(CCCCC2)C1=O | -4%
O=C(C1CC1)N1CCN(c2nc3c(Cl)cccc3s2)CC1 | -1%
COc1ccc(N2C(c3ccsc3)=Cc3cc4c(cc3C2c2c[nH]c3ccccc23)OCO4)cc1 (stereo not drawn) | 1%
COC(=O)[C@@]1(Cc2ccc(OC)cc2)[C@H]2c3cc(C(=O)N4CCCC4)n(CCc4c[nH]c5ccccc45)c3C[C@H]2CN1C(=O)c1ccccc1 | -6%
Cc1ccccc1Cn1c(C)c(C(=O)NCc2cccc(Cl)c2)sc1=O | 0%
CCOc1ccc(C(=O)NCC(c2ccc3c(c2)OCO3)N2CCN(C)CC2)cc1 (stereo not drawn) | -7%
COc1ccccc1NC(=O)CSc1nc2c(oc3ccccc32)c(=O)n1-c1ccc(C)cc1 | -6%
CCCCN1CC(c2nc3ccccc3n2CCCCOc2ccccc2C)CC1=O (stereo not drawn) | 1%
COc1cc(NC(=O)CC(C)S(=O)(=O)c2ccc3c(c2)CCN3C(C)=O)cc(OC)c1OC (stereo not drawn) | -14%
COc1ccc(NC(=O)/C=C\C(=O)N(c2ccc(C(C)C)cc2)C(C(=O)NCc2ccco2)c2ccc(C)cc2)cc1 (stereo not drawn) | -5%
C[C@]12CC[C@@H]3c4ccc(OC(=O)N(CCCl)CCCl)cc4CC[C@H]3[C@@H]1CC[C@@H]2OP(=O)(O)O | -7%
CC1=CC(C)(C)NC(=S)N1c1cccc(Cl)c1 | -3%
O=C(Nc1ccc(F)cc1)c1ccccc1NC(=O)C1CCCCC1C(=O)O (stereo not drawn) | -4%
Cc1ccc(C2Cc3cc(O)c(O)cc3CN2)cc1 (stereo not drawn) | 6%
Cc1cccc(NNC(=S)Nc2ccccc2)c1 | -4%
COC(=O)c1ccccc1NC(=O)c1nc(-c2ccc(C)cc2)n2c1CCCCC2 | 4%
O=C(OCc1ccccc1)N1CCC2CC1c1c2cccc1N1CCOCC1 (stereo not drawn) | 4%
CCOC(=O)c1c(-c2ccccc2)oc2ccc(NS(=O)(=O)c3ccc(OC)cc3)cc12 | 7%
CC(C)C[C@H]1CN(CCCC[C@H]2CNC(=O)C(=O)N2CCc2ccc(O)cc2)C(=O)C(=O)N1Cc1ccccc1 | 4%
SMILES | Tb PYK inh
CCc1nc2ccc(C(=O)N3CCN(C(=O)c4ccco4)CC3)cn2c1N(CCC(C)C)CCN(C)C | -6%
COc1cc(/C=N/NC(=O)c2cccc(C)c2)ccc1OCC(=O)Nc1ccccc1 | 0%
O=C(COc1ccccc1)NCC(c1ccc(Cl)cc1)N1CCOCC1 (stereo not drawn) | -1%
O=c1[nH]c(C(F)(F)F)nc2c1nc1n2CCC1 | -6%
COc1cccc(-c2nnc(SCC(=O)N(C)c3ccccc3)o2)c1 | -8%
COc1ccc(NC(=O)C2(C)CCN2Cc2ccc(OC)c3ccccc23)cc1OC (stereo not drawn) | 0%
Cc1ccc(N2C(=O)CSC23C(=O)N(Cc2ccccc2F)c2ccccc23)cc1F (stereo not drawn) | 2%
CC(=O)N1c2ccccc2C(=O)C1N1CCN(c2cccc(C(F)(F)F)c2)CC1 (stereo not drawn) | 0%[15.4 µM]
C[C@H](c1ccccc1)N1C[C@@H](COCc2ccccc2)Oc2cc(N3CC[C@@H](O)C3)ccc2S1(=O)=O | -9%
CC(C)CN1CC[C@@]2(CCCN(S(=O)(=O)c3ccccc3)C2)C1 | -3%
COc1cccc(NC(=O)CN(C)C(=O)CCNC(=O)c2ccccc2OC)c1 | 2%
NC(c1csc(Nc2cnccn2)n1)c1ccccc1Cl (stereo not drawn) | -15%
O=S(=O)(CCNCc1ccco1)NCc1ccccc1 | 0%
CC(C)CNc1ncnc2c1ncn2[C@H]1CN(Cc2cccc3ccccc23)C[C@@H](CO)O1 | -1%
CC(=O)Nc1ccc(S(=O)(=O)NC2=NCN(CCO)CN2)cc1 | 3%
COc1ccc(NC(=O)c2nc(SCc3ccccc3F)ncc2Cl)cc1 | -3%
CCCCN1C(=O)C(CC(=O)NCCCN(C)C)CC(C(=O)N2CCOCC2)=C1C (stereo not drawn) | 2%
COc1cc2[nH]c(=O)n(CCCCCC(=O)NCCc3ccccc3)c(=O)c2cc1OC | -1%
CC(=O)c1cc2c(cc1N/C(=N/S(=O)(=O)c1ccc(Cl)cc1)c1ccc(F)cc1)OCO2 | -1%
COc1ccc(C(=O)OC2=C(C(=O)c3ccccc3)N(C)S(=O)(=O)c3ccccc32)cc1OC | 2%
COc1ccc(C)cc1-n1nnc(-c2nc(-c3ccccc3Cl)no2)c1N | -11%
CCc1ccccc1NC(=O)CN1CCN(CC(=O)Nc2ccc3c(c2)OC2(CCCCC2)O3)CC1 | -6%
COc1ccc(C2CC(=O)N3CN(C4CCCCC4)CSC3=C2C#N)cc1 (stereo not drawn) | 22µM*
CCOCCc1nn2c(=O)cc(COC(=O)c3ccccc3Br)nc2s1 | 0%
CCC(=O)N1CCc2cc(Br)cc(S(=O)(=O)N3CCN(c4ccc(C)cc4)C(C)C3)c21 (stereo not drawn) | 0%
CCc1ccc(Nc2cc(C)nc3nc(Cc4ccc(Cl)cc4)nn23)cc1 | -5%
CCCCOC(=O)c1ccc(-n2nnc3c(sc4nc(C)cc(C)c43)c2=O)cc1 | -2%
O=C(NCC1CC1)c1ccc(-c2cn[nH]c2)c2ccoc12 | 1%
Cc1ccc(Cl)cc1Nc1nn2c(=O)c3ccc(C(=O)NC4CCC(C)CC4)cc3nc2s1 (stereo not drawn) | 2%

A portion of the library (hit frequency here may not be typical).
